Fam108B inh: blocks mouse Fam108B hydrolase in RBBP9 counter-screen. AID 1947. inhibition, % at 9.51 µM. hit rate 0.33% among 300,000. recombinant Fam108B, FP-Rh probe fluorescence polarization;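 active means inhibition above the screen mean inhibition plus 3 SD, computed separately per campaign, cut at about 18% in these data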;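 further: inhibitors lower polarization as less probe binds the enzyme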
PAFAH1B2 inh: blocks human PAF acetylhydrolase 1b catalytic subunit 2. recombinant PAFAH1B2, FP-rhodamine activity probe, fluorescence polarization. hit rate 1.2% among 340,000. P68402. inhibition, % at 3.39 µM;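 active means inhibition above the mean of all tested compounds plus 3 SD, cut at about 24% in these data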;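 further: 0% = enzyme with DMSO and 100% = wells lacking PAFAH1B2; many of its hits are not listed in these tables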
Target sequence (P68402 whole entry, looked up): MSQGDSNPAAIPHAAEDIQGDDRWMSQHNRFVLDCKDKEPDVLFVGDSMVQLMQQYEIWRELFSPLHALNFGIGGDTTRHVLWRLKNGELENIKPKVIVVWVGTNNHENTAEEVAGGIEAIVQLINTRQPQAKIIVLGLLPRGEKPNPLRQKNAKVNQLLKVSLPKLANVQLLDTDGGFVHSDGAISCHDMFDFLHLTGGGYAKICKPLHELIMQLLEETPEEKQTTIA
PAD4 FP inh: inhibitors of human PAD4 | inhibition, % at 6.36 µM | Q9UM07 | hit rate 0.41% among 330,000 | recombinant PAD4, RCA probe fluorescence polarization | AID 485272;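 active means percent inhibition above a cutoff equal to the mean of all tested compounds plus 3 SD, cut at about 15% in these data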;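 further: 0% = PAD4 with RCA probe and DMSO and 100% = probe without PAD4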
Target sequence (Q9UM07 whole entry, looked up): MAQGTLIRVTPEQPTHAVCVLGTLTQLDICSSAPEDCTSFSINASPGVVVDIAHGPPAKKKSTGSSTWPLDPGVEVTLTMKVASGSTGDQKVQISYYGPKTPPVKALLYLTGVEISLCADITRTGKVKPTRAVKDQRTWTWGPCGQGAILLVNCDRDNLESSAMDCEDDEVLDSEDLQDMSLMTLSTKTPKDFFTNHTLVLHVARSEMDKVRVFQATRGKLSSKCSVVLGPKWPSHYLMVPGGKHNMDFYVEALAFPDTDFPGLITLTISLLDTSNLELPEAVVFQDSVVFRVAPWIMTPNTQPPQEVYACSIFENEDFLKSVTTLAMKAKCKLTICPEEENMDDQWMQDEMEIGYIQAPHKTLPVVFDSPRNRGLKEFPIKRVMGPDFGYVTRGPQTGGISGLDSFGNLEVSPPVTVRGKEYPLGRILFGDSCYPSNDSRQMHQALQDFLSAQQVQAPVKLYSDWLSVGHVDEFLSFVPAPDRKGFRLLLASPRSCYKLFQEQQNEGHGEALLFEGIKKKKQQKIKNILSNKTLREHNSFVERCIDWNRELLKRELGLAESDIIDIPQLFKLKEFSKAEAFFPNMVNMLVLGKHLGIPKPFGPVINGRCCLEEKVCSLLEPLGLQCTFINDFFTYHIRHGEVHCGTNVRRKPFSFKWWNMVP
PAFAH1B3 inh: inhibitors of human PAFAH1B3 | Q15102 | recombinant PAFAH1B3, FP-rhodamine probe, fluorescence polarization | inhibition, % at 3.39 µM | hit rate 0.28% among 340,000 | AID 492972;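 active means inhibition above the screen-wide average of all tested compounds plus 3 SD, cut at about 25% in these data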;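 further: 0% = enzyme with DMSO only and 100% = wells lacking PAFAH1B3 protein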
LYPLA1 counter: counter-screen for PME1 inhibitors: inhibitors of human LYPLA1; recombinant LYPLA1, FP-Rh probe fluorescence polarization; inhibition, % at 5.9 µM; AID 2174; hit rate 0.16% among 320,000;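 active means inhibition above the mean of all tested compounds plus 3 SD, set per campaign, cut at about 14% in these data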;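 further: inhibitors block serine hydrolase probe labeling of LYPLA1 so polarization falls; 0% = enzyme with DMSO and 100% = wells lacking LYPLA1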
pPAFAH inh: pPAFAH (human) enzyme inhibition. recombinant pPAFAH, FP-rhodamine probe fluorescence polarization. inhibition, % at 3.39 µM. hit rate 1.5% among 330,000. AID 463082;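 active means inhibition above the mean inhibition across the screen plus 3 SD, cut at about 25% in these data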;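 further: inhibitors block binding of the rhodamine activity-based probe so polarization drops; 0% = enzyme with DMSO and 100% = wells lacking pPAFAH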
PME-1 inh: PME-1 (human) inhibition | AID 2130 | inhibition, % at 5.9 µM | recombinant PME-1, FP-Rh probe fluorescence polarization | hit rate 0.53% among 320,000 | Q9Y570;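 active means inhibition above the campaign mean of all compounds plus 3 SD, cut at about 26% in these data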;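 further: competitive labeling of PME-1 active site by serine hydrolase directed probe; 0% = PME-1 with DMSO and 100% = wells lacking PME-1 enzyme; inhibitors block probe labeling so polarization falls and inhibition rises; many of its hits are not listed in these tables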
GSTO1 counter: GSTO1 inhibition, counter-screen for RBBP9 inhibitors; inhibition, % at 5.96 µM; AID 1974; recombinant GSTO1, activity-based probe fluorescence polarization; P78417; hit rate 1.1% among 300,000;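 active means inhibition above the campaign mean inhibition plus 3 SD, cut at about 35% in these data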;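 further: 0% = GSTO1-1 with DMSO and 100% = wells lacking GSTO1-1 enzyme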
PAFAH2 inh: inhibitors of human PAFAH2; recombinant PAFAH2, FP-rhodamine activity probe, fluorescence polarization; AID 492956; hit rate 0.99% among 340,000; inhibition, % at 3.39 µM; Q99487;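 active means inhibition above the mean over all tested compounds plus 3 SD, cut at about 30% in these data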;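 further: inhibitors block probe labeling of enzyme so polarization drops; 0% = enzyme with DMSO and 100% = wells lacking PAFAH2 protein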
Active calls of the source: *; x = no result given. Not all compounds are listed. The share of hits here may be higher or lower than overall.

SMILES	Fam108B inh	PAFAH1B2 inh	PAD4 FP inh	PAFAH1B3 inh	LYPLA1 counter	pPAFAH inh	PME-1 inh	GSTO1 counter	PAFAH2 inh
O=C(C(Cl)Cl)N1c2ccccc2OCC1c1ccccc1 (centres undefined)	2	4	3	9	4	2	10	18	5
CC1CC(C)CN(CCCNC(=O)c2ccc(CNS(=O)(=O)c3ccc(F)cc3)cc2)C1 (centres undefined)	1	6	2	6	2	11	9	3	0
O=C(CNC(=O)c1cccs1)N/N=C/c1ccc(O)cc1O	2	3	0	0	0	0	0	1	4
CC(C)=CCN1CCN(Cc2cccn2-c2ncccn2)CC1CCO (centres undefined)	2	1	-2	16	0	2	-2	3	6
COc1ccc2c(c1)cc(C)c1nnc(SCC(=O)N(C)c3nc(-c4ccccc4)cs3)n12	-3	-1	5	7	2	1	-1	-14	0
O=C(NC1CC2CCC(C1)N2C(=O)NCc1ccccc1)C1CC1 (centres undefined)	-3	-1	-6	13	-1	-10	-9	-2	-6
O=C(NCCn1cccn1)C1CCC(=O)N(CCc2ccccc2)C1 (centres undefined)	0	2	-2	1	1	4	8	3	3
O=C(Oc1ccc([N+](=O)[O-])cc1)c1ccc2ccccc2n1	1	-3	-4	7	3	-4	-1	12	-1
CCCOc1ccccc1N/C(=N/c1nc(C)cc(C)n1)NC(=O)COc1ccc(OC)cc1	-14	-2	-6	3	-3	-1	2	-3	-15
Cc1c(CNCCc2ccccc2Cl)c(C(=O)O)c(C)n1-c1ccccc1	-5	7	0	7	2	3	0	-7	5
CNc1sc(C(=O)c2ccccc2F)c(N)c1-c1nc2ccccc2s1	7	3	0	-1	4	9	16	4	14
COc1cc2nc(=S)n3[nH]c(CCn4nc(C)cc4C)nc3c2cc1OC	3	4	13	6	4	3	6	1	4
COc1ccc(C2SCCN2C(=S)Nc2ccc(Cl)cc2)cc1 (centres undefined)	2	4	2	2	-5	3	7	3	1
O=C1CC(C(=O)N2CCc3ccccc32)CN1c1ccccc1 (centres undefined)	2	4	-1	0	-1	5	-2	2	-5
CCO/C=C1\C(=O)N(c2ccccc2)C(=O)c2ccccc21	-2	0	-10	5	0	3	-7	9	-1
CCNC(=S)N/N=C/c1c(Cl)cccc1Cl	3	0	-1	1	2	-6	-1	-4	-5
c1ccc(C[n+]2ccc3ccccc3c2)cc1	-1	2	-5	0	-2	0	-7	2	-2
Fc1cnc(N2CCN(c3ccccc3)CC2)nc1N1CCN(c2ccccc2)CC1	2	-1	3	0	1	-3	3	-3	-3
Cc1[nH]n(-c2cccc([N+](=O)[O-])c2)c(=O)c1-c1ccccc1	-1	4	-1	10	-2	4	5	-1	-1
Cc1cccc(NC(=O)c2ccccc2NC(=O)Cc2ccccc2)c1C	0	0	-2	2	-2	-2	-5	-1	3
CCSc1ccccc1C(=O)Nc1cc(C)on1	-2	6	5	2	3	1	-6	5	-2
O=C(CSCc1cnn(-c2ccccc2)c1-n1cccc1)NCc1ccccn1	-7	4	3	2	0	6	6	9	-5
C=CCC1NS(=O)(=O)OC2CCCCC12 (centres undefined)	1	10	1	6	0	-2	-1	3	6
O=C(Nc1ccc(S(=O)(=O)Nc2nccs2)cc1)c1cc(=O)[nH]c2ccccc12	-3	-4	-18	7	-8	4	-7	-5	-2
CCN(C(=O)CSc1ncccn1)c1cccc2ccccc12	x	-1	0	3	x	3	x	x	-3
COc1ccc(-c2n[nH]c(=S)n2-c2ccc(C)cc2C)cc1	2	5	-2	3	2	3	2	9	5
O=C(CSc1nc2ccccc2s1)NNC(=S)Nc1ccc(Br)cc1	0	24*	-1	7	0	20	3	6	4
COc1cc(C(=O)NCc2ccc(-n3cccc3)cc2)cc(OC)c1OC	-2	4	-3	2	-1	-1	-2	9	-8
O=C(Nc1ccc(Cl)cc1C(=O)O)c1ccc2c(c1)C(=O)N(Cc1ccco1)C2=O	5	9	-6	-1	-3	10	-41	-32	7
CCN(CC)CCCn1c2c(c(SCC(=O)Nc3cccc(C)c3C)nc1=O)CCC2	0	-5	1	5	0	-2	-6	4	-2
Cc1cccc(OCCSc2nnc(-c3ccoc3C)n2C)c1	2	2	-4	-2	-4	0	2	-5	-1
O=C1OCCN1C(=O)[C@H]1[C@H](c2ccc(F)cc2)C(c2ccccc2)=NN1c1ccc(Br)cc1	x	4	1	2	x	5	x	x	2
Cc1ccc(NC(=O)CNC(=O)c2ccc3c(c2)OCO3)nc1	4	-2	-1	4	4	4	2	14	0
O=C(Nc1ccc2c(c1)OCO2)c1noc2c1CCCC2	1	4	-8	3	7	2	0	13	0
O=C(/C=C/c1ccccc1[N+](=O)[O-])NCCCn1ccnc1	-3	2	0	4	1	0	2	7	-1
CC(=O)c1c(C)[nH]c(C(=O)OCC(=O)N2CC(=O)Nc3ccccc32)c1C	-4	-3	-1	-3	-1	4	-6	6	5
S=c1[nH]nc(-c2ccco2)n1/N=C/C=C/c1ccco1	4	4	5	18	-6	18	2	21	46*
NC1=NC2(CCCC2)n2c(nc3ccccc32)N1	-6	0	-2	-2	3	5	-4	9	-4
Cc1nn(C)c(C)c1Sc1ccc(Br)cc1	0	7	3	-1	0	7	-1	9	5
NC(=O)c1cccc2cc3ccccc3cc12	-1	4	1	12	0	-11	-7	-2	12
Cc1ccc(S(=O)(=O)Nc2ccc(O)c3ncccc23)cc1	1	3	-4	5	-2	13	0	10	2
O=C(CSC1=Nc2ccccc2C2CC=NN12)NCc1ccco1 (centres undefined)	x	4	0	10	x	12	x	x	-3
Cc1cccc(NS(=O)(=O)c2cc3c4c(c2)CCC(=O)N4CCC3)c1	-1	3	-1	-4	0	17	8	-2	2
COC(=O)/C(C#N)=C/c1occc1C	1	4	-1	1	-1	-8	-6	-2	5
CCOc1ccccc1-c1nnc(SCC(=O)NC2CC3CCC2C3)n1CC (centres undefined)	4	6	0	4	-1	-7	-7	0	2
COc1cccc(-c2nc(CS(=O)(=O)CC(=O)NCc3ccc4c(c3)OCO4)c(C)o2)c1	0	6	-1	2	8	1	3	2	-2
Cc1ccc(-c2[nH]nc3c2C(c2ccsc2)C(C#N)=C(N)O3)cc1 (centres undefined)	1	7	-4	2	-1	6	1	24	2
O=C(NNC(=O)c1cc2cc3ccccc3nc2s1)c1cccc(Cl)c1	-18	-4	-3	-3	-2	5	-12	-3	-13

Compounds listed so far that contain bromine:
SMILES	Fam108B inh	PAFAH1B2 inh	PAD4 FP inh	PAFAH1B3 inh	LYPLA1 counter	pPAFAH inh	PME-1 inh	GSTO1 counter	PAFAH2 inh
O=C(CSc1nc2ccccc2s1)NNC(=S)Nc1ccc(Br)cc1	0	24*	-1	7	0	20	3	6	4
O=C1OCCN1C(=O)[C@H]1[C@H](c2ccc(F)cc2)C(c2ccccc2)=NN1c1ccc(Br)cc1	x	4	1	2	x	5	x	x	2
Cc1nn(C)c(C)c1Sc1ccc(Br)cc1	0	7	3	-1	0	7	-1	9	5

(further entries)
SMILES	Fam108B inh	PAFAH1B2 inh	PAD4 FP inh	PAFAH1B3 inh	LYPLA1 counter	pPAFAH inh	PME-1 inh	GSTO1 counter	PAFAH2 inh
Nc1nc(-c2ccccc2)cc(-c2ccccc2O)n1	1	2	-9	4	-1	10	-6	-8	4
CCCCCc1cc(=O)oc2c(C(CCN3CCCC(C)C3)c3ccc(OC)cc3)c(OC)cc(OC)c12 (centres undefined)	-2	0	-1	12	0	3	-7	1	2
CCN(CC)C(=O)C(C)OC(=O)c1ccc(O)cc1 (centres undefined)	4	6	-4	2	0	0	-2	11	4
O=C(c1cccc(F)c1)N1CCCN(C(=O)c2cccc(F)c2)CC1	-1	12	-2	1	-1	6	5	3	-9
COC(=O)C1CCCN1C(=O)COc1ccc(Br)cc1Cl (centres undefined)	5	2	4	2	0	-7	0	2	-3
CC(=NCC1CCCO1)C1=C(O)CC(C)(C)CC1=O (centres undefined)	1	7	3	4	2	2	-7	-10	9
CC(=O)c1c(C)[nH]c(C(=O)COC(=O)CCNS(=O)(=O)c2ccc(C)c(C)c2)c1C	x	1	-1	4	x	13	x	x	-3
COc1cc(C(=O)N/N=C/c2sc(N3CCOCC3)nc2-c2ccccc2)cc(OC)c1OC	7	0	-4	5	2	7	-34	-5	-4
CN(C)S(=O)(=O)c1ccc(NC(=O)CN2CCCc3ccccc32)cc1	-4	2	-4	5	-1	7	-8	4	0
CCOc1cc(/C=C/c2ccc3cccc([N+](=O)[O-])c3n2)ccc1OCC(=O)N(C)C	0	-1	0	7	4	6	13	10	10
Cc1ccc(OCc2nnc(SCC(=O)NCc3ccco3)n2C)cc1	1	8	0	8	0	1	-1	4	18
Cc1ccc(C(=O)NNS(=O)(=O)c2ccc(F)cc2)cc1	-8	1	-6	6	2	-1	2	1	3
Cc1ccc(C2CC(c3ccccc3Cl)n3nc(N)nc3N2)cc1 (centres undefined)	0	4	3	7	-9	1	14	-3	-1
C=CCNc1sc(C(=O)C(C)(C)C)c(N)c1C#N	3	3	-1	-2	2	6	3	-7	1
CC(=O)Nc1ccc2c(COC(=O)[C@H](C)N3C(=O)C4CCCCC4C3=O)cc(=O)oc2c1 (some centres undefined)	0	8	0	3	-3	2	8	-5	-3
COc1cccc(NCCC(=O)c2cccc([N+](=O)[O-])c2)c1	11	-6	4	1	0	2	1	14	3

Assay outcomes deposited in PubChem BioAssay by The Scripps Research Institute Molecular Screening Center.
